GC-A act: GC-A (human) enzyme activation. P16066. HEK293 GC-A cells, cGMP TR-FRET, EC30 ANP; 0% at EC30 ANP, 100% saturating ANP. activation, % at 10 µM. actives 0.14% (n = 370,000); in the data active = activation above about 40%
rCAG RNA binder: r(CAG) repeat RNA binding | TO-PRO-1 dye displacement fluorescence | inhibition, % at 3 µM | actives 1.3% (n = 370,000);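 active = inhibition above the plate cutoff, the mean of all test compounds on that plate plus 3 SD, cut at about 35% in these data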;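 also: 0% = DMSO alone and 100% = 100 µM mitoxantrone as full dye displacement; higher means more dye released from RNA so lower well fluorescence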
NPR2 activator: GC-B (human) receptor activation. P20594. HEK293-GC-B cells, CNP EC30, cGMP TR-FRET; 0% at EC30 CNP, 100% saturating CNP. activation, % at 10 µM. actives 0.11% (n = 370,000);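 active = activation at 10 µM reaching about 35% in either raw or pattern-adjusted values, limit read from the data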
Rev-erbA mod: modulators of human Rev-erb alpha DNA binding | P20393 | Rev-erbα–FITC-DNA binding, fluorescence polarization, 90 min | activity, % at 10 µM | actives 0.79% (n = 370,000);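 active = activity above about 14%, limit read from the data; passing the limit was not always enough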;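 also: 0% = DMSO wells with 35 nM protein and 100% = DMSO wells with 750 nM protein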
ABHD4 inh: ABHD4 (mouse) inhibition, primary FP screen. inhibition, % at 8.92 µM. purified mABHD4, FP-Rh probe fluorescence polarization. Q8VD66. actives 0.54% (n = 370,000);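 active = inhibition exceeding the mean over every tested compound plus 3 SD, cut at about 30% in these data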;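 also: 0% = plate median of compound wells and 100% = S159A mutant with DMSO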
Target sequence (Q8VD66 whole entry, looked up): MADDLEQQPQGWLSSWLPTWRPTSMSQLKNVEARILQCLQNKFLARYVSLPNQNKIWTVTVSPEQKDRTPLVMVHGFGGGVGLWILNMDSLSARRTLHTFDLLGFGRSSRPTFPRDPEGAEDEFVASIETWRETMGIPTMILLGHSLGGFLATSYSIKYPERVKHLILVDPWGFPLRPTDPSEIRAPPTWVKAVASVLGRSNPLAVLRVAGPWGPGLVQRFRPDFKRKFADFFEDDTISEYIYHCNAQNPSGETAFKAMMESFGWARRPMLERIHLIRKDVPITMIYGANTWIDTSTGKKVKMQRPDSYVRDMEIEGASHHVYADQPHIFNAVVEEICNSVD
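Assay system: Wild-type mouse ABHD4 protein | Medium: HEPES pH 7.0 buffer, 150 mM NaCl, 0.01% Pluronic F-127 | Incubation: Enzyme–compound pre-incubation 45 min, then probe 60 min, both 25 °C | Technique: Fluorescence polarization with parallel and perpendicular emission, 525/598 nm | Evaluation: % inhibition of FP-Rh probe binding versus controls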
PG9 Ab binder: PG9 antibody binding by small molecule | TR-FRET gp120-PG9 antibody binding | inhibition, % at 6.7 µM | actives 0.43% (n = 360,000) | AID 624416; in the data active = inhibition above about 8.5%
HTRA1 inhibitor: inhibitors of human serine peptidase HTRA1 | actives 0.5% (n = 340,000) | AID 504803 | Q92743 | inhibition, % at 5.96 µM | recombinant HTRA1, FP-rhodamine activity-based probe, fluorescence polarization; in the data active = inhibition above about 36%;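 also: 0% = enzyme with DMSO and 100% = wells lacking enzyme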
ASAP1 inh: ASAP1 ArfGAP inhibition; AID 624377; Q9ULH1; inhibition, % at 16.5 µM; actives 0.19% (n = 360,000); ASAP1-stimulated ARF1 GTP hydrolysis, GDP FP detection; in the data active = inhibition above about 25%;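 also: 0% = vehicle with enzyme and substrate and 100% = no enzyme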
Target sequence (Q9ULH1 325-724 limits assumed): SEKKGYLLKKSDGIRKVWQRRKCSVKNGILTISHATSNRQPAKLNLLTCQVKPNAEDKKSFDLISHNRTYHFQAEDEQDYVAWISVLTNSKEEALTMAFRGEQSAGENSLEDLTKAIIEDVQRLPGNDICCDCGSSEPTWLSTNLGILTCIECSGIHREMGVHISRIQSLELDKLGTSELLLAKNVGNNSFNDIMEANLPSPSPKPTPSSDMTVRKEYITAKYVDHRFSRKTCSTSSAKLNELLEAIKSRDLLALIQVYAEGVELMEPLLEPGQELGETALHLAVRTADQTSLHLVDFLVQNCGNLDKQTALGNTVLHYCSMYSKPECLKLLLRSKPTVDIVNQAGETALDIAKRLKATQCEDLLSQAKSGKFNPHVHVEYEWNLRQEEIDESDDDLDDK
ARFGAP1 inh: rat ARFGAP1 inhibition; Q62848; Arfgap1-stimulated ARF1 GTP hydrolysis, GDP FP detection; inhibition, % at 16.5 µM; actives 0.26% (n = 360,000);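 active = inhibition above a per-plate limit, mean inhibition of low control wells plus 3 SD, cut at about 25% in these data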;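 also: 0% = DMSO wells with enzyme and 100% = wells lacking Arfgap1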
Target sequence (Q62848 1-136 limits assumed): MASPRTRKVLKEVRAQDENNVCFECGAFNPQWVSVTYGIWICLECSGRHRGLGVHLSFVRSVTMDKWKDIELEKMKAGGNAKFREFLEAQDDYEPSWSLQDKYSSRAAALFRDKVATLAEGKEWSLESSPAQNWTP
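Repeats: one replicate per compound; assay system: rat Arfgap1 catalytic domain, aa 1-136; times: enzyme reaction 120 min at 25 °C after 20 min preincubation; detection: FP of antibody-bound GDP Alexa 633 tracer, ex 620/em 688 nm; benchmarks: high control wells lacking Arfgap1, low control full reaction with DMSO; reagent: human ARF1(Δ1-17)-GTP substrate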
SMARCA2 act: SMARCA2 function activation, primary screen; MG213 cells, MMTV-luciferase reporter, dexamethasone, overnight; actives 1% (n = 370,000); activation, % at 9.1 µM; in the data active = activation above about 7.8%;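 also: 0% = vehicle wells and 100% = reference activator wells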
An asterisk follows results filed as active; . = no result given. Random draw from the library (roughly 4.4% active in at least one column).

SMILES | GC-A act | rCAG RNA binder | NPR2 activator | Rev-erbA mod | ABHD4 inh | PG9 Ab binder | HTRA1 inhibitor | ASAP1 inh | ARFGAP1 inh | SMARCA2 act
Cn1nc(-c2ccc(Cl)cc2)c2cc(C(=O)NCc3ccco3)sc21 | 15 | 9 | 7 | -4 | -58 | -2.8 | -67 | 17 | 12 | -2
COC(=O)c1ccc(Cl)c(NC(=O)CN2CCC(C)CC2)c1 | 0 | -6 | 0 | -4 | -2 | -2.1 | -9 | 1 | -9 | -2
Cc1ccc(S(=O)(=O)N(C)CC(=O)O/N=C(\N)c2cccnc2)cc1 | 0 | -6 | -8 | 4 | 4 | 0.7 | 6 | 5 | -12 | -2
Cc1ccc(C(=O)NCC2CCCO2)cc1[N+](=O)[O-] (stereo unspecified) | 6 | 3 | 1 | 1 | -4 | -1.3 | 3 | -12 | 3 | -3
CCc1cc(C(=O)Cc2cnn(-c3ccccc3)c2)c(O)cc1O | 8 | 9 | -1 | 3 | -20 | -0.4 | -24 | 3 | 13 | -4
Cc1ccc(CN2CCN(Cc3ccccc3-c3ccco3)CC2CCO)o1 (stereo unspecified) | -3 | -4 | -2 | 6 | -3 | -2.0 | -3 | 11 | -2 | 5
O=C(NCC1CCCN1S(=O)(=O)c1cccs1)C(=O)Nc1ccccc1F (stereo unspecified) | 3 | 7 | -1 | -3 | -6 | 0.0 | 11 | 5 | -8 | 3
CCN1CCN(C(=O)CN(CC)S(=O)(=O)c2ccc(Cl)cc2)CC1 | 1 | -4 | 0 | 2 | 3 | 0.8 | -8 | 9 | 2 | -4
CCC(=O)Nc1sc(Cc2ccccc2)c(C)c1C(N)=O | 2 | 2 | 8 | -3 | -10 | -1.6 | -5 | -4 | -2 | -6
c1nc(N2CCCCCC2)c2[nH]cnc2n1 | 3 | 2 | -4 | 3 | 6 | -1.1 | 3 | 9 | -1 | -4
CC1CC(C)CN(C(=O)C(C)N(C)CC(=O)Nc2ccc(F)cc2)C1 (stereo unspecified) | 0 | 1 | 4 | -5 | -5 | -1.7 | 0 | 5 | -1 | -3
O=S1(=O)c2ccc(N3CCSCC3)cc2Oc2ccccc2CN1Cc1cn(Cc2ccc(C(F)(F)F)cc2)nn1 | -2 | 12 | 3 | 3 | -8 | . | . | . | . | -2
COc1ccc(-c2cc(=O)[nH][nH]2)cc1OC | -1 | 6 | 4 | -3 | 6 | -1.1 | 7 | 5 | -6 | 0
CCOc1ccccc1C(=O)OCC(=O)NCCNC(=O)COC(=O)c1ccccc1OCC | -5 | -4 | -2 | -4 | 4 | -1.5 | 5 | -9 | 2 | 2
COc1ccc(S(=O)(=O)N(CC(=O)NCc2ccncc2)c2ccc(C)cc2)cc1Br | -8 | 2 | -7 | 4 | 1 | -1.7 | -9 | -18 | 9 | -3
NN1C(=O)NC(c2ccccc2)(c2ccccc2)C1=O | 0 | 0 | 0 | -7 | -1 | 0.4 | -6 | -6 | -1 | -1
Cc1sc(NC(=S)NC(=O)CCc2ccccc2)c(C(N)=O)c1C | 1 | 4 | -10 | -3 | 3 | 7.8 | -3 | -1 | 6 | 3
CCOc1ccc(CCNC(=O)C2CC(C)=CCC2C(=O)O)cc1OCC (stereo unspecified) | 1 | -2 | 11 | 6 | 5 | -0.7 | 1 | 3 | -8 | 0
CCn1ccnc1CN1CCCC(C(=O)c2ccc3c4c(cccc24)CC3)C1 (stereo unspecified) | -8 | -5 | -6 | 0 | -7 | -1.3 | -8 | -4 | -10 | -5
COC(=O)N[C@H](CC(C)=O)c1cccc(C(F)(F)F)c1 | 0 | -1 | 2 | -3 | 2 | 0.7 | 3 | -5 | 9 | -1

As a working copy, some entries already given.
SMILES | GC-A act | rCAG RNA binder | NPR2 activator | Rev-erbA mod | ABHD4 inh | PG9 Ab binder | HTRA1 inhibitor | ASAP1 inh | ARFGAP1 inh | SMARCA2 act
Cn1nc(-c2ccc(Cl)cc2)c2cc(C(=O)NCc3ccco3)sc21 | 15 | 9 | 7 | -4 | -58 | -2.8 | -67 | 17 | 12 | -2
COC(=O)c1ccc(Cl)c(NC(=O)CN2CCC(C)CC2)c1 | 0 | -6 | 0 | -4 | -2 | -2.1 | -9 | 1 | -9 | -2
Cc1ccc(S(=O)(=O)N(C)CC(=O)O/N=C(\N)c2cccnc2)cc1 | 0 | -6 | -8 | 4 | 4 | 0.7 | 6 | 5 | -12 | -2

Back to the main list with the 2 entries that preceded the break.
SMILES | GC-A act | rCAG RNA binder | NPR2 activator | Rev-erbA mod | ABHD4 inh | PG9 Ab binder | HTRA1 inhibitor | ASAP1 inh | ARFGAP1 inh | SMARCA2 act
CCn1ccnc1CN1CCCC(C(=O)c2ccc3c4c(cccc24)CC3)C1 (stereo unspecified) | -8 | -5 | -6 | 0 | -7 | -1.3 | -8 | -4 | -10 | -5
COC(=O)N[C@H](CC(C)=O)c1cccc(C(F)(F)F)c1 | 0 | -1 | 2 | -3 | 2 | 0.7 | 3 | -5 | 9 | -1
CCOC(=O)c1[nH]c(C)c(C(=O)OCc2c(C)noc2C)c1C | 16 | -7 | 10 | -1 | 5 | 0.0 | -9 | 4 | -1 | -1
C#CCOc1ccccc1/C=C1/C(=O)ON=C1C | 26 | 5 | 4 | -3 | 11 | 0.3 | 1 | -9 | -3 | 2
CCOC(=O)c1ccc(NC(=O)c2nc[nH]c2C(=O)NCc2ccccc2)cc1 | 4 | 3 | -12 | -5 | -10 | -2.5 | -47 | -2 | 0 | 0
NC(=O)[C@@H]1CCCN1C(=O)[C@@H](Cc1ccccc1)NC(=O)[C@H]1O[C@@H](n2ccc(=O)[nH]c2=O)[C@H](O)[C@@H]1O | 4 | 1 | 1 | -1 | -2 | -0.5 | . | 3 | 1 | -2
CC(=O)NNc1cc(=O)c2c(=O)n(C)c(=O)n(C)c2[nH]1 | 2 | 2 | 6 | 3 | 0 | 0.5 | 6 | -1 | 2 | -1
CC(=O)NC(C)c1nc2ccccc2n1CC(=O)NC(C)CCc1ccccc1 (stereo unspecified) | -2 | -3 | 4 | 2 | 5 | 0.2 | 5 | 10 | 13 | -2
Cc1ccccc1-n1c(SCC(=O)NCc2cccs2)nnc1-c1ccncc1 | -2 | -6 | 1 | 3 | 4 | 0.7 | -3 | -9 | 1 | -7
CCOc1ccc(S(=O)(=O)Nc2ccc3c(c2)n(C)c(=O)n3C)cc1 | 1 | 1 | 5 | 2 | 0 | -0.3 | -6 | -11 | -2 | -6
CC(C)(C)c1ccc(COc2ccsc2C(=O)O)cc1 | 4 | 9 | -1 | 1 | -1 | -1.2 | 5 | -7 | -2 | 3
C=CCNC(=O)CN(c1cccc(Br)c1)S(C)(=O)=O | 0 | -1 | 1 | 6 | 2 | 1.9 | -2 | -9 | 8 | -6
NC(=S)COc1ccccc1 | -2 | -5 | 2 | 1 | 4 | 1.2 | -1 | 7 | -6 | 1
O=C(O)c1ccc2c(c1)C(=O)N(Cc1ccco1)C2=O | -2 | 3 | 4 | -6 | 8 | -1.4 | 10 | -1 | -3 | -1
CCOC(=O)c1ccc(NC(=O)CSc2nnc(-c3cccs3)n2CC)cc1 | 1 | -5 | -1 | 9 | -2 | 8.2 | 4 | 0 | 1 | 1
COc1ccccc1C1(CC(=O)O)CCOC(C)(C)C1 (stereo unspecified) | 2 | 2 | 0 | -4 | -2 | -0.7 | 1 | 4 | 6 | 1
OCCN1CCN(c2ncnc3c2ncn3[C@H]2CN(Cc3ccc4c(c3)OCO4)C[C@@H](CO)O2)CC1 | -1 | 1 | -2 | -1 | 0 | 0.6 | . | -19 | -3 | -4
CC1C(C)C(O)(c2ccccc2)CCN1C (stereo unspecified) | -3 | -1 | -8 | -3 | 5 | -0.7 | -2 | -7 | 13 | 0
CCOC1=NN(c2ccc(Cl)cc2)C(=O)/C1=C\N(C)C | -3 | 6 | -1 | -2 | -6 | -0.4 | -1 | 4 | -4 | -1
CCc1nnc2n1N=C(c1ccc(Br)cc1)CS2 | -1 | -5 | 0 | -7 | -1 | -2.5 | -5 | 15 | 4 | -1
CN(C)CCOc1ccc2ccccc2c1 | 0 | -3 | 2 | 5 | 10 | 0.4 | -1 | -13 | -6 | 1
CCCOc1ccc(N2C(=O)CC(N(CCc3ccccc3)C(=O)c3ccccc3)C2=O)cc1 (stereo unspecified) | 0 | -2 | 1 | -3 | 1 | -2.6 | -3 | 5 | 1 | -2
Cc1ccc(C)c(S(=O)(=O)N(C)Cc2cccs2)c1 | -3 | 2 | 0 | 8 | -1 | -1.2 | -5 | 4 | -12 | -3
CCN1CCN(Cc2c(OC)ccc3ccccc23)CC1 | -2 | 0 | -3 | 6 | -2 | -1.2 | 3 | -4 | 0 | -1
O=C(NCCC1=CCCCC1)c1cc2c(s1)CS(=O)(=O)C2 | -1 | 0 | 2 | -2 | -2 | 0.3 | -8 | 0 | 3 | 3
Cc1nn(CC2CC2)c(=O)n1-c1ccc(Oc2ccccc2)cc1 | 3 | -6 | -5 | -8 | -1 | -1.0 | -1 | 15 | 2 | -4
O=S(=O)(/N=C(\c1ccccc1)N1CCOCC1)c1ccc(Cl)cc1 | 2 | -2 | 2 | 3 | 1 | 0.0 | 3 | 3 | -5 | -1
CCC(c1nnnn1-c1ccc2c(c1)OCCO2)N1CCN(c2ccc(C)cc2)CC1 (stereo unspecified) | -1 | 7 | -6 | 2 | 1 | -0.4 | . | 5 | 2 | -4
COc1ccc(S(=O)(=O)NNC(=O)c2ccccc2-n2cccc2)cc1 | -3 | 6 | -3 | -8 | -13 | -2.5 | 6 | -4 | -4 | -5
CCCC[C@@H]1CCCO[C@@](C(=O)NCc2cc(C)n(C)n2)(C(F)(F)F)C1 | 2 | -9 | 7 | -3 | 0 | -0.6 | -5 | 9 | 6 | -1
O=C(COC(=O)c1cncc(Br)c1)NC1CCCCC1 | -8 | 1 | -5 | -5 | -8 | 3.5 | 9 | 12 | 15 | -2
S=C1NC[C@H](CC2CCCCC2)N1CCCCC1CCCCC1 | 0 | 4 | 1 | -1 | 2 | 0.4 | -10 | 8 | -5 | 1

Taken from above:
`O=S(=O)(/N=C(\c1ccccc1)N1CCOCC1)c1ccc(Cl)cc1` @ ABHD4 inh = 1
`CCCC[C@@H]1CCCO[C@@](C(=O)NCc2cc(C)n(C)n2)(C(F)(F)F)C1` @ HTRA1 inhibitor = -5

Compound activity from PubChem.
